# M5 antag – antagonists of human muscarinic M5 receptor (CHRM5); CHO-hM5 cells, Fluo-8 calcium fluorescence, ACh EC80; inhibition, % at 3 µM; hit rate 0.59% among 360,000; AID 624040;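 active = inhibition above a per-plate cutoff, the mean of that plate's test compounds plus 3 SD, cut at about 27% in these data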;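 note: 0% = acetylcholine EC80 with DMSO and 100% = DMSO without agonist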
# CRFBP-R2 agonist – agonists of human CRF-binding protein/CRF-R2 receptor complex; AID 588473; activation, % at 13.2 µM; HEK293 CRF-R2/CRF-BP, calcium dye fluorescence (FLIPR); percent of saturating CRF peptide response; hit rate 0.46% among 350,000;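 active = activation of at least 50%, plus an integration ratio under a set limit after plate pattern correction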;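 note: plate controls were neutral control wells without compound for no effect and CRF at EC100 for full effect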
# CHRM5 PAM – potentiates acetylcholine response at human M5 receptor; P08912; CHO-K1 hM5, Fluo-8 calcium, ACh EC20 PAM; 0% = ACh EC20, 100% = ACh EC100; activation, % at 3 µM; hit rate 0.3% among 360,000; AID 624038;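 active = activation above the run cutoff, the mean activation of all test compounds plus 3 SD, cut at about 18% in these data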
#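 Assay system: CHO-K1 hM5 cells. Also added: acetylcholine at EC20 concentration, added after compound. Dosing: 3 µM, single dose. Times: compound preincubation 140 s before EC20 acetylcholine addition. Signal: Fluo-8 calcium fluorescence. Measure: % activation relative to EC20 and EC100 ACh responses. Repeats: singlicate, one well per test compound.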
# CHRM4 PAM – positive allosteric modulators of human muscarinic M4 receptor; CHO-K1 hM4/Gqi5, Fluo-8 calcium fluorescence, ACh EC20; 0% = ACh EC20, 100% = maximal ACh; activation, % at 3 µM; hit rate 0.4% among 360,000;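 active = activation above its plate's cutoff, the mean activation of sample wells plus 3 SD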; note: some results filed as inactive read as strong as hits
# Target sequence (P08173 whole entry, looked up): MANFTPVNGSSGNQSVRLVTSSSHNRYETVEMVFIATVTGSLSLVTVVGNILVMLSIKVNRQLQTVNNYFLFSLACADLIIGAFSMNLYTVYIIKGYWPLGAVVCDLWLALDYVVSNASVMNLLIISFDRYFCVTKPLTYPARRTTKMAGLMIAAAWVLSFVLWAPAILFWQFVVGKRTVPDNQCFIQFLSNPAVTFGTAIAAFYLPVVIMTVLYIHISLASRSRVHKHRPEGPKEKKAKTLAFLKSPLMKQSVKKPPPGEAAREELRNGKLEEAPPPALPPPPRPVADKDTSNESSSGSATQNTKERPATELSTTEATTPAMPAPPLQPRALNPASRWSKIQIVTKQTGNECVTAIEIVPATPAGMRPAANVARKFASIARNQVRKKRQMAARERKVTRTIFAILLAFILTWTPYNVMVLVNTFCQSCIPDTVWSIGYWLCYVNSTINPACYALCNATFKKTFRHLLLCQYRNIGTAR
# M1 antag – blocks human M1 muscarinic receptor; CHO-K1 hM1, Fluo-8 calcium fluorescence, ACh EC80 antagonist; inhibition, % at 3 µM; hit rate 1.3% among 360,000; AID 588852;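 active = percent inhibition above its own plate's cutoff, namely the mean of that plate's compound wells plus 3 SD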;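 note: peak over basal fluorescence ratio during 140 s after agonist addition; 0% = ACh EC80 plus DMSO and 100% = DMSO alone without agonist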
# Target sequence (P11229 whole entry, looked up): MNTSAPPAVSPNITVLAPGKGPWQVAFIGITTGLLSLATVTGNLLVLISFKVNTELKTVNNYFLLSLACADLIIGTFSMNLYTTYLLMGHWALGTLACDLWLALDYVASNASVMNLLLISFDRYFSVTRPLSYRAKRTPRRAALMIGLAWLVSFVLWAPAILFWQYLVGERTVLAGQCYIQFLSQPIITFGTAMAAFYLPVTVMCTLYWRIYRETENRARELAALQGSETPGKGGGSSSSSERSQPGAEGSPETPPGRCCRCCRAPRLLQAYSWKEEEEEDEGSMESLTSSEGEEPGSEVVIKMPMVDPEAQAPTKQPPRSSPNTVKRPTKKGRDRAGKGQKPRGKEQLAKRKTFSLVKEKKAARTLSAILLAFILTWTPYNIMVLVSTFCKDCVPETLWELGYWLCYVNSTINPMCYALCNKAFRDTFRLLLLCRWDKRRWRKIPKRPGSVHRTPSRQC
# CHRM4 agonist – CHRM4 agonism in calcium assay. P08173. CHO-K1 hM4/Gqi5, Fluo-8 calcium fluorescence; vehicle 0%, full acetylcholine response 100%. activation, % at 3 µM. hit rate 0.14% among 360,000;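 active = activation above the run mean over all test wells plus 3 SD, cut at about 32% in these data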;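 note: peak over basal fluorescence ratio per well then scaled between controls; 0% = DMSO wells and 100% = acetylcholine at EC100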
# CHRM5 agonist – CHRM5 agonism in calcium assay | P08912 | CHO-K1 hM5 cells, Fluo-8 calcium fluorescence; 0% DMSO wells, 100% maximal acetylcholine response | activation, % at 3 µM | hit rate 0.19% among 360,000;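 active = activation above the run's mean over test compounds plus 3 SD, cut at about 23% in these data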;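 note: signal is peak over basal fluorescence ratio across the kinetic read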
# M4 antag – blocks acetylcholine activation of human M4 receptor | inhibition, % at 3 µM | hit rate 0.73% among 360,000 | AID 624125 | CHO-hM4 cells, ACh EC80, Fluo-8 calcium fluorescence;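 active = inhibition above its plate's cutoff, the mean inhibition of sample wells plus 3 SD, cut at about 27% in these data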;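 note: 0% = acetylcholine EC80 with DMSO and 100% = DMSO without agonist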
# M1 PAM – human CHRM1 positive allosteric modulation; CHO-K1 hM1, Fluo-8 calcium fluorescence, ACh EC20; 0% = ACh EC20, 100% = maximal ACh; P11229; AID 588819; activation, % at 3 µM; hit rate 0.088% among 360,000; in the data active = activation above about 19%, passing the limit was not always enough
# Active calls of the source: *; · = not tested or not shown.
SMILES,M5 antag,CRFBP-R2 agonist,CHRM5 PAM,CHRM4 PAM,M1 antag,CHRM4 agonist,CHRM5 agonist,M4 antag,M1 PAM
CCOC(=O)c1c(NC(=O)c2c(C)noc2C)sc2c1CCCCC2,-1,-2.4,6,5,-7,0,4,-6,8
Fc1ccccc1C1c2[nH]c3ccccc3c2CCN1Cc1cccn1-c1ncccn1 (stereo unspecified),7,-1.0,-14,-1,13,10,0,4,-15
O=C(CSc1nc2ccccc2c(=O)n1CCCN1CCOCC1)Nc1ccc(F)c(Cl)c1,0,0.0,7,-2,-5,17,1,-6,1
COC(=O)C(C)Sc1nc2c(cnn2-c2ccc(C)cc2)c(=O)[nH]1 (stereo unspecified),-4,0.7,-2,2,-3,0,-5,-4,3
Cc1ncc([N+](=O)[O-])n1CC(=O)N/N=C/c1ccc(F)cc1,2,-0.7,9,1,-2,0,-5,-6,4
CCOc1ccc(NC(=O)CN(C)C(=O)c2cc(S(=O)(=O)N3CCCCCC3)ccc2OC)cc1OCC,5,-0.9,-5,-10,2,2,-3,-4,1
COCCNC(C(=O)Nc1cc(Cl)cc(Cl)c1)c1ccccc1 (stereo unspecified),-8,0.0,6,0,-22,1,-4,-5,6
C[C@@H](c1ccccc1)N1C[C@H]2CCCN2c2cc(Br)ccc2S1(=O)=O,-1,0.8,-6,-12,-2,0,-2,9,-9
COC(=O)CN1C(=O)[C@H]2[C@@H](C3CC3)N3C(=O)CN(CCO)C(=O)[C@@]3(Cc3ccccc3)[C@H]2C1=O,5,2.3,4,8,-1,1,2,0,8
C/C(=C\c1ccccc1)C(=O)NCc1ccco1,-3,-1.4,3,1,-2,2,-2,3,5
COc1cc(/C=C/C(=O)c2ccc(C)c([N+](=O)[O-])c2)cc(OC)c1O,3,-7.9,0,0,0,7,3,-2,2
CCCS(=O)(=O)N1CCN(Cc2ccncc2)CC1,0,0.6,-5,-1,0,1,2,-2,4
CCCCCCSc1nc2c(c(=O)[nH]c(=O)n2C)n1C,0,0.2,-2,9,-10,0,0,-11,7
O=C1CSc2ccc(C(=O)Nc3cccc(S(=O)(=O)Nc4ccc(Br)cc4)c3)cc2N1,1,6.2,-8,0,1,2,-8,0,6
CC(C)(C)NC(=O)COc1ccc(CNc2ncn[nH]2)cc1,10,-1.2,-4,-7,2,0,3,9,0
C/C(=N\Nc1ccc(S(=O)(=O)N2CCCCC2)cn1)c1ccc(O)cc1,-5,-6.0,2,2,15,1,1,-4,-5
CCOC(=O)c1ccc(NC(=O)c2ccc(NC(=O)c3ccccc3)cc2)cc1,3,0.6,-3,-2,13,1,1,4,-8
CCN1CCN(C(c2cccs2)C(C)NC(=O)C(=O)N2CCCCC2)CC1 (stereo unspecified),-1,2.2,2,-4,7,-1,-5,7,-3
CCn1cc(C(=O)OCC(=O)c2cc(C)n(-c3cccc(C(F)(F)F)c3)c2C)c(=O)c2ccc(C)nc21,-4,0.4,5,10,1,-1,-6,3,-4
CCOc1nc(C)ccc1-c1noc(-c2ccccc2OC)n1,4,0.2,-4,7,-6,-2,-3,-9,8
O=C(NCCCl)Nc1cc([N+](=O)[O-])ccc1Cl,3,-0.6,-5,-2,-7,1,4,4,12
CN(C)c1ccc(C(=S)N2CCN(Cc3ccccc3)CC2)cc1,2,-1.4,7,-7,-4,0,-8,1,2
COc1ccc(NC(=O)CC(C)c2ccccc2)c([N+](=O)[O-])c1 (stereo unspecified),-6,-2.3,12,10,3,0,-5,-4,-5
Cc1cccc(NS(=O)(=O)c2nnc(NC(=O)c3ccccc3F)s2)c1,2,-5.9,1,2,-18,2,0,-9,6
O=C(NCc1ccc(F)cc1)c1cccc2c1C(=O)c1ccc(N3CCC(N4CCCCC4)CC3)cc1S2(=O)=O,7,17,0,-11,40*,5,3,8,-25
O=C(Nc1cccc(S(=O)(=O)N2CCCC2)c1)[C@@H]1O[C@H](CO)[C@H](O)[C@H](O)[C@H]1O,-1,·,2,-2,-9,0,0,7,9
CC(=O)c1ccc(N2CCN(C(=O)CCN3C(=S)NC(C)(C)CC3C)CC2)cc1 (stereo unspecified),12,-0.1,0,-4,-9,1,0,-1,5
O=C(CCN1CCOCC1)NNC(=O)/C(=C/c1ccccc1)NC(=O)c1ccccc1,6,-0.1,-7,13,-3,3,-2,-5,-4
N#CC1(c2ccccc2)CCC(NCCc2ccccc2)CC1 (stereo unspecified),10,-0.7,-11,-12,35,3,-6,13,-27
CCCC(=O)Nc1cccc(NC(=O)c2ccc(C)c([N+](=O)[O-])c2)c1,3,-1.6,-6,-2,-6,16,3,6,-7

# Given with bars between the fields: 13 of the compounds above
SMILES | M5 antag | CRFBP-R2 agonist | CHRM5 PAM | CHRM4 PAM | M1 antag | CHRM4 agonist | CHRM5 agonist | M4 antag | M1 PAM
CCN1CCN(C(c2cccs2)C(C)NC(=O)C(=O)N2CCCCC2)CC1 (stereo unspecified) | -1 | 2.2 | 2 | -4 | 7 | -1 | -5 | 7 | -3
CCn1cc(C(=O)OCC(=O)c2cc(C)n(-c3cccc(C(F)(F)F)c3)c2C)c(=O)c2ccc(C)nc21 | -4 | 0.4 | 5 | 10 | 1 | -1 | -6 | 3 | -4
CCOc1nc(C)ccc1-c1noc(-c2ccccc2OC)n1 | 4 | 0.2 | -4 | 7 | -6 | -2 | -3 | -9 | 8
O=C(NCCCl)Nc1cc([N+](=O)[O-])ccc1Cl | 3 | -0.6 | -5 | -2 | -7 | 1 | 4 | 4 | 12
CN(C)c1ccc(C(=S)N2CCN(Cc3ccccc3)CC2)cc1 | 2 | -1.4 | 7 | -7 | -4 | 0 | -8 | 1 | 2
COc1ccc(NC(=O)CC(C)c2ccccc2)c([N+](=O)[O-])c1 (stereo unspecified) | -6 | -2.3 | 12 | 10 | 3 | 0 | -5 | -4 | -5
Cc1cccc(NS(=O)(=O)c2nnc(NC(=O)c3ccccc3F)s2)c1 | 2 | -5.9 | 1 | 2 | -18 | 2 | 0 | -9 | 6
O=C(NCc1ccc(F)cc1)c1cccc2c1C(=O)c1ccc(N3CCC(N4CCCCC4)CC3)cc1S2(=O)=O | 7 | 17 | 0 | -11 | 40* | 5 | 3 | 8 | -25
O=C(Nc1cccc(S(=O)(=O)N2CCCC2)c1)[C@@H]1O[C@H](CO)[C@H](O)[C@H](O)[C@H]1O | -1 | · | 2 | -2 | -9 | 0 | 0 | 7 | 9
CC(=O)c1ccc(N2CCN(C(=O)CCN3C(=S)NC(C)(C)CC3C)CC2)cc1 (stereo unspecified) | 12 | -0.1 | 0 | -4 | -9 | 1 | 0 | -1 | 5
O=C(CCN1CCOCC1)NNC(=O)/C(=C/c1ccccc1)NC(=O)c1ccccc1 | 6 | -0.1 | -7 | 13 | -3 | 3 | -2 | -5 | -4
N#CC1(c2ccccc2)CCC(NCCc2ccccc2)CC1 (stereo unspecified) | 10 | -0.7 | -11 | -12 | 35 | 3 | -6 | 13 | -27
CCCC(=O)Nc1cccc(NC(=O)c2ccc(C)c([N+](=O)[O-])c2)c1 | 3 | -1.6 | -6 | -2 | -6 | 16 | 3 | 6 | -7

# Remaining list, next part.
SMILES,M5 antag,CRFBP-R2 agonist,CHRM5 PAM,CHRM4 PAM,M1 antag,CHRM4 agonist,CHRM5 agonist,M4 antag,M1 PAM
O=C1c2ccccc2NC(c2ccc(F)cc2)N1Cc1ccccc1 (stereo unspecified),5,1.5,-10,-12,-9,2,-8,9,-5
CCOC(=O)c1sc2nc(C)nc(NCCc3ccccn3)c2c1C,7,-2.5,-7,0,3,3,-2,-6,0
O=C(N/N=C/c1ccco1)c1cc(-c2ccc(Cl)s2)[nH]n1,-1,-0.8,4,6,-20,4,2,-4,16
COc1ccc(C(CCNCc2ccc(OC(C)C)cc2)c2ccccc2OC)cc1 (stereo unspecified),8,0.9,-5,-4,1,13,10,11,10
C(=N\c1nc2ccccc2n1CCN1CCCCC1)/c1cccs1,-3,5.2,1,6,-7,1,-4,2,4
Cc1cc(C)cc(-n2c3ccc(NC(=O)Cc4cccc5ccccc45)cc3c(=O)n2C)c1,-2,·,0,7,-15,0,0,-26,4
Cc1cc(N2CCOCC2)nc2ccc(NC(=S)NCc3ccc4c(c3)OCO4)cc12,5,1.1,-5,-4,2,6,2,6,4
COCCCNc1nccn2ccnc12,6,·,1,3,-10,0,0,7,2
Cc1ccc(C(CNS(=O)(=O)c2ccccc2)N2CCN(C)CC2)cc1 (stereo unspecified),-13,-0.2,6,15,-21,1,-4,-6,25*
CCOC(=O)c1ccc(NC(=O)c2nc[nH]c2C(=O)NCc2ccccc2)cc1,14,0.6,-2,1,13,1,0,6,-7
CN(CCO)c1ccc(C(C(=O)c2ccccc2)c2ccc(N(C)CCO)cc2)cc1,14,2.4,0,0,-3,6,5,9,1
O=C(COC(=O)Cc1c(F)cccc1Cl)NNC(=O)c1ccccc1,0,-1.2,3,1,-7,2,1,-8,5
COC(=O)C1=C(C)N(C)C(=S)NC1c1cc(OC)ccc1OC (stereo unspecified),8,-0.4,1,7,-7,0,-5,-17,3
Cc1onc(-c2ccccc2)c1C(=O)OCC(=O)N(C)c1ccccc1,4,3.2,-9,4,-8,3,-1,-11,3
CC(C)n1cnc2c(Nc3cccc(Cl)c3)nc(N(CCO)CCCO)nc21,-8,-1.4,-13,-5,3,9,-2,1,-3
CC(=O)c1ccc(OC(=O)COc2ccccc2Cl)cc1,7,0.3,2,1,-15,0,1,3,14
CN1CCN(/C=N/C2=C(C#N)C(c3ccccc3)C3=C(CC(C)(C)CC3=O)O2)CC1 (stereo unspecified),3,-2.9,2,8,1,0,0,-14,4
CCCCCCN1CCN(C2CN(Cc3cn(Cc4cccc(C(F)(F)F)c4)nn3)S(=O)(=O)C2)CC1 (stereo unspecified),-1,·,-7,-10,·,6,-3,-3,·
CC(=O)Nc1ccc(C(=O)N/N=C/c2ccccc2OC(=O)c2ccc(Cl)cc2)cc1,7,-0.2,-9,-8,6,8,1,11,-3
COc1ccc(-n2cc(C#N)c(=O)[nH]c2=O)cc1,12,-1.1,-7,-4,-9,1,1,2,5
O=[N+]([O-])c1ccc(N2CCN(c3cccc(Cl)c3)CC2)nc1,5,2.5,-1,-2,-5,0,-2,1,7
Cc1cc(C)cc(NC(=O)CS(=O)(=O)c2cccc3nsnc23)c1,8,-1.4,3,6,-10,2,-2,-5,6
CCn1cc(CN2CCCC(C(=O)Nc3cccc(-c4cc5ccccc5[nH]4)c3)C2)cn1 (stereo unspecified),20,0.3,-3,5,-11,6,-7,17,8
COCc1c(C(=O)N2CCN(S(=O)(=O)c3ccccc3Cl)CC2)oc2ccccc12,4,-0.3,-9,3,-7,14,3,6,7
CC(Sc1nnc(COc2ccc3ccccc3c2)n1C)C(=O)O (stereo unspecified),-2,0.4,4,0,-7,1,0,6,5
C/C(=N\O)c1cc(Cl)ccc1O,3,-3.1,2,-1,-3,1,-5,-1,1

# High-throughput results deposited in PubChem by several laboratories.
